Compound activity (PubChem)
EphB4 antag = blocks human EphB4 binding to ephrin-B2; EphB4 LBD / TNYL-RAW-Alexa532 peptide, fluorescence polarization; inhibition, % at 7 µM; 0.15% of 97,000 active; AID 720;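 active = inhibition above the screen-wide mean inhibition plus 3 SD, cut at about 15% in these data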;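 also: 0% = DMSO wells and 100% = excess unlabeled TNYL-RAW peptide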
CYP2C19 act = increases human CYP2C19 enzyme activity; recombinant CYP2C19, luciferin-H EGE luminescence; stronger effect = higher value; 0 = fully inhibited enzyme, 1 = untreated enzyme; activation factor at 5 µM; 96,000 tested, under 10 active; AID 1025;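 active = activation factor of at least 2 at 5 µM in the primary screen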;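 also: 0 = wells with 2.5 mM tranylcypromine and 1 = vehicle-only wells; values of inactives mirror those of a sister screen read the other way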
PTK2B oligo ant = antagonists of human Pyk2 oligomerization | z-score (the deposit names both 25 µM and 10 µM) | 0.83% of 99,000 active | Q293 cells, Pyk2 FERM NanoBiT luminescence; stronger effect = lower value;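 active = Z-score of -3 or lower, scaled per plate to the spread of control and sample wells; inactive = z-score above -3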;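 also: negative z-score means lost luminescence so less FERM oligomerization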
E coli WT exp = growth inhibitors of E. coli BW25113 wild type. OD600 absorbance. 0.15% of 98,000 active. growth inhibition, % at 100 µM. AID 710;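 active = growth inhibition above about 50% at one test dose, limit read from the data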;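 also: growth measured after 20 h incubation at 37 °C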
CYP2C19 inhib = human CYP2C19 inhibition | P33261 | CYP2C19 Supersomes, luciferin-H EGE luminescence, 30 min | inhibition, % at 5 µM | 21% of 96,000 active;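 active = CYP2C19 inhibition above a set limit at 5 µM in the primary screen, cut at about 50% in these data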;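 also: plate controls were negative control wells for no effect and 2.5 mM tranylcypromine positive control for full effect; values of inactives mirror those of a sister screen read the other way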
CYP2C9 act = activators of human CYP2C9. P11712. activation factor at 5 µM. recombinant CYP2C9, luciferin-H conversion, luminescence; stronger effect = higher value; factor 1 = untreated enzyme, 0 = blocked. 1.4% of 96,000 active;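 active = activation factor of 2 or more for CYP2C9 at a 5 µM dose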;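 also: 0 = sulfaphenazole-blocked wells and 1 = vehicle-only wells; values of inactives mirror those of a sister screen read the other way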
Target sequence (P11712 whole entry, looked up): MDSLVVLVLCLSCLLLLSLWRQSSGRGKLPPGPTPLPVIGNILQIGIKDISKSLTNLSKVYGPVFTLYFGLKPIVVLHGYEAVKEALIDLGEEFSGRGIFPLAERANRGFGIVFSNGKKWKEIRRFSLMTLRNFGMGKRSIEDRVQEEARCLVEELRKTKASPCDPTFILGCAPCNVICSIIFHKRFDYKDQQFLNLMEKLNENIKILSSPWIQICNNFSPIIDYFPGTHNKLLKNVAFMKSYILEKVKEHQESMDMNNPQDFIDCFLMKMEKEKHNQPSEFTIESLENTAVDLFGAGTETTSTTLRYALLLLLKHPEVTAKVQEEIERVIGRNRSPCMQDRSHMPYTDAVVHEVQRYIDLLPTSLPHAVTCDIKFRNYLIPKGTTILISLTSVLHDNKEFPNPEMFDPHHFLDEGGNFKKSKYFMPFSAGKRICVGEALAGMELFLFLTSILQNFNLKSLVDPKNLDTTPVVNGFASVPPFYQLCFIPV
PostGolgi yeast = growth inhibition of a yeast mutant, post-Golgi transport screen; 0.9% of 98,000 active; post-Golgi transport phenotypic cell assay; inhibition, % at 10 µM; in the data active = inhibition above about 30%;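 also: yeast cells grown in 1536-well plates; yeast grown about 18 h at 30C before absorbance read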
CYP2C9 inhib = human CYP2C9 inhibition; P11712; CYP2C9 Supersomes, luciferin-H conversion, luminescence; inhibition, % at 5 µM; 20% of 96,000 active;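 active = blocking of liver enzyme CYP2C9 beyond about 50% at 5 µM, limit read from the data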; also: values of inactives mirror those of a sister screen read the other way
PLAP act = activators of human placental alkaline phosphatase. P05187. purified PLAP enzyme, luminescent substrate read-out; stronger effect = higher value. activation fold at 20 µM. 1.2% of 96,000 active. AID 696; in the data active = activation fold above about 2
Target sequence (P05187 whole entry, looked up): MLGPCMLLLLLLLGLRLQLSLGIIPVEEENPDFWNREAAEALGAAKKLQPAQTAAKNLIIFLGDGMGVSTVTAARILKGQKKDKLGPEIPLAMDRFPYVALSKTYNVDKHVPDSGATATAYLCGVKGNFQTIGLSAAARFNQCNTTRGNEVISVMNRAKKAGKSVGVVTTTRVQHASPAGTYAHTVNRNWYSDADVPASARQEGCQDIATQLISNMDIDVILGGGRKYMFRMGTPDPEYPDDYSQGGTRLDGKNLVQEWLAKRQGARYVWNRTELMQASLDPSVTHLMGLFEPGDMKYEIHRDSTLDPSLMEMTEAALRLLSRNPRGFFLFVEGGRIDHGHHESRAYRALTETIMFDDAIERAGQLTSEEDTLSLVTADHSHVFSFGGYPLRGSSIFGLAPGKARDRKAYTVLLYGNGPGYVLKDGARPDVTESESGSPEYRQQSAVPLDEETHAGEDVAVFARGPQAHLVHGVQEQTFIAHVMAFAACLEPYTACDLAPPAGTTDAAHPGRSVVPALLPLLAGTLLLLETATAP
* = called active by the depositor; · = no result given.

Molecule | PostGolgi yeast | E coli WT exp | CYP2C9 inhib | CYP2C19 act | PTK2B oligo ant | CYP2C19 inhib | PLAP act | CYP2C9 act | EphB4 antag
CCC(CC)c1nc(NCCC(=O)O)c2ccccc2n1 | 1 | -7 | 4 | 1 | 0.5 | -3 | 1 | 1 | -14
O=C(NCc1ccc2c(c1)OCO2)C1CCC(CNS(=O)(=O)c2ccc(Cl)cc2)CC1 (stereo not drawn) | 0 | -2 | -5 | 1 | 1.8 | -3 | 0.9 | 1 | 7
O=C(Nc1cccc(F)c1)C1CCN(C(=O)c2ccc(Br)cc2)CC1 | 1 | -1 | 93* | 0.1 | 0.01 | 90* | 1.8 | 0.1 | -1
Cc1oncc1C(=O)NC(C)C | -7 | 8 | 18 | 0.9 | 0.38 | 8 | 0.8 | 0.8 | 7
CCOc1ccc(N2C(=O)CC(N3CC(C)OC(C)C3)C2=O)cc1 (stereo not drawn) | 1 | 0 | -5 | 1.2 | -0.38 | -16 | 1.3 | 1 | ·
COc1ccc(-c2ccc(SCC(=O)Nc3cc(C)on3)nn2)cc1OC | 5 | 6 | 35 | 1 | -2.2 | 3 | 1 | 0.7 | -2
O=C(NC(=S)Nc1ccccc1N1CCCC1)c1ccc(-c2cccc([N+](=O)[O-])c2)o1 | 8 | -6 | -5 | 1 | 1.2 | -1 | 1.1 | 1.1 | 4
Cc1ccc(Cn2c(=N)c(C(=O)NCc3ccco3)cc3c(=O)n4ccccc4nc32)cc1 | -2 | 5 | · | · | 0.35 | · | · | · | 3
Cc1cc(C(=O)NCc2ccco2)cs1 | 4 | 36 | 48 | 0.5 | 0.27 | 49 | 0.9 | 0.5 | ·
CC(=O)N1CCc2cc(S(=O)(=O)NCCC(=O)N3CCN(Cc4ccccc4)CC3)ccc21 | -8 | 0 | 26 | 0.8 | 1.6 | 22 | 1.2 | 0.7 | -6
N#C/C(=C/N1CCOCC1)c1ccccc1 | 9 | 7 | 19 | 0.5 | 0.4 | 53* | 1 | 0.8 | 0
CCOC(=O)c1nc(Nc2ccc(C(=O)OC)cc2)c2ccccc2n1 | 8 | 3 | 60* | 0.5 | -2.1 | 49 | 1.1 | 0.4 | 2
CN(CCc1ccccn1)C(=O)c1nn2c(C(F)(F)F)cc(-c3ccco3)nc2c1Cl | 8 | 7 | 21 | 0.9 | -0.58 | 7 | 1.4 | 0.8 | 2
CN(C)c1nc(NCc2ccccc2)nc(Oc2ccc(=O)[nH]n2)n1 | -6 | 24 | 14 | 0.4 | -0.1 | 60* | 1.1 | 0.9 | -2
CC(OCC(O)CN(C)CCOc1ccccc1)c1ccc(Cl)cc1 (stereo not drawn) | 10 | 9 | 37 | 0.2 | 0.39 | 75* | 1.7 | 0.6 | -4
CCCCn1nc2cc(C(=O)NCc3ccc4c(c3)OCO4)ccc2c1OCC | 2 | 3 | 66* | 0.4 | · | 59* | 1.4 | 0.3 | 0
O=C(CSc1ncn[nH]1)N(C1CCCCC1)C1CCCCC1 | -2 | 4 | 9 | 0.6 | -0.8 | 42 | 2* | 0.9 | 3
O=C(c1cccc(Br)c1)N1CCCC1 | 0 | 3 | -13 | 1.1 | 1.7 | -13 | 0.9 | 1.1 | -3
N#Cc1nc(-c2ccc(OCc3ccccc3)cc2)oc1NCCCN1CCOCC1 | 5 | -2 | 41 | 0.9 | -0.7 | 7 | 1.4 | 0.6 | 1
Cc1ccc2c(c1)C(=O)C(=O)N2CC(=O)OC(C)C | 3 | 10 | 10 | 0.5 | -0.4 | 45 | 1 | 0.9 | 14
COc1cc(CNCCc2c[nH]c3ccccc23)ccc1OCc1ccc(F)cc1 | -1 | 37 | 47 | 0.4 | 0.44 | 63* | · | 0.5 | 2
CCCCN(C)CCCNC(=O)CCn1nc(-c2ccccc2)ccc1=O | 1 | 2 | 1 | 1.1 | · | -6 | 1.3 | 1 | -8
COc1cc(OC)cc(C(=O)Nc2ccc(S(=O)(=O)N(C)C)cc2)c1 | -4 | -1 | 44 | 0.7 | -0.31 | 30 | 1 | 0.6 | -9
COc1ccc(Oc2ncnc3c2oc2ccc(Br)cc23)cc1 | · | · | 3 | 0.9 | 2.9 | 11 | 0.9 | 1 | ·
CCc1cc2c(cc3c(=O)n(CC(=O)NCCCN4CC(C)CC(C)C4)ncn32)s1 (stereo not drawn) | 6 | 5 | 4 | 0.9 | · | 12 | 1.6 | 1 | -1
CN(C)c1nc(OCC(=O)NC(C)(C)C)nc(N(C)C)n1 | -5 | 3 | -1 | 0.6 | 0.67 | 37 | 1 | 1 | -1
Cc1ccc(C(C)C)c(OCCNC(=S)Nc2cccc3ccccc23)c1 | -6 | -4 | 84* | 0.1 | -0.76 | 85* | 1.1 | 0.2 | -2
Cn1nccc1C(=O)OCC(=O)Nc1nc(-c2ccccc2)cs1 | 8 | -5 | 25 | 0.6 | -0.12 | 38 | 0.9 | 0.7 | ·
S=c1[nH]ncn1/N=C/c1ccc(Br)cc1 | -7 | -3 | 12 | 0.9 | -0.27 | 11 | 1 | 0.9 | -2
Cc1ccc(-n2nc(-c3cccs3)cc2C(=O)NCC2CCCO2)c(C)c1 (stereo not drawn) | 0 | -12 | 90* | 0.4 | -1.8 | 65* | 1.4 | 0.1 | 2
O=C1N=C2SCCN2/C1=C\c1c(Cl)cccc1Cl | -4 | 3 | 9 | 0.9 | -0.67 | 11 | 1.2 | 0.9 | 5
CCC(=O)Nc1ccc2c(c1)C(=O)N(C)C2=O | -2 | 3 | 6 | 1.1 | 0.59 | -12 | 1 | 0.9 | -9
CC(Nc1cccc2ccccc12)C(=O)N/N=C/c1ccccn1 (stereo not drawn) | -4 | 6 | -14 | 0.1 | 0.28 | 86* | · | 1.1 | 1
Cc1ccc(C(=O)Oc2oc(-c3ccco3)nc2C=Nc2ccc(Cl)cc2)cc1 | 3 | 9 | 38 | 0.7 | 0.69 | 30 | 1 | 0.6 | -1
CCCc1nc2ccccc2n1CCOC | 4 | 4 | 4 | 1 | 0.12 | 4 | 1 | 1 | -1
Cn1c(NCc2ccco2)nc2c1c(=O)n(Cc1ccc(Cl)c(Cl)c1)c(=O)n2C | 15 | -2 | 69* | 0.4 | -1.2 | 60* | 1.4 | 0.3 | -3
CCOC(=O)c1cnc(-c2ccccc2)nc1Oc1ccc(Cl)cc1 | 2 | 0 | 29 | 1 | -1 | 5 | 1 | 0.7 | 2
CCSc1ncc(/C=N/Nc2ccc(F)cc2)n1C | -10 | 11 | 37 | 0.6 | -0.43 | 42 | 1.1 | 0.6 | -9
C1=C(c2ccccc2)Nc2nnnn2C1 | 0 | 1 | 3 | 0.8 | -0.25 | 17 | 1 | 1 | -4
CCOC(=O)c1cc(-c2ccc(C#N)cc2)nc2c1c(C)nn2CCC#N | -2 | 0 | 52* | 0.9 | 0.25 | 11 | 1.7 | 0.5 | -2
CCC(C)(C)n1nnnc1C(C(C)C)N(CCN1CCOCC1)Cc1cc2cccc(C)c2[nH]c1=O (stereo not drawn) | 16 | 3 | 37 | 1.1 | -0.27 | -7 | 1.7 | 0.6 | -3
Clc1ccc(-c2csc(N3CCN(c4ccccc4)CC3)n2)cc1 | 17 | -16 | -2 | 1.2 | 0.18 | -16 | 0.9 | 1 | 4
COC(=O)c1cc2c(cc1Cl)SC(=NCCCN1CCOCC1)NS2(=O)=O | -2 | 5 | -80 | 0.7 | -0.34 | 29 | 1.5 | 1.8 | 2
Cc1ccc(CNC(=O)C2CCCCC2C(=O)O)cc1 (stereo not drawn) | -11 | -13 | 8 | 1 | 1.5 | 4 | 0.9 | 0.9 | 14
COc1ccc(-n2c(C)cc(C(=O)COC(=O)Cn3cnc4ccccc43)c2C)cc1 | -7 | 16 | 6 | 0.9 | 0.1 | 11 | 1 | 0.9 | 1
CCOC(=O)Nc1c(C(=O)OC)[nH]c2cccc(OC)c12 | -4 | 3 | 10 | 0.8 | 0.09 | 17 | 0.7 | 0.9 | 0
COCCN(C(=O)CCCC(=O)Nc1ccccn1)C(C(=O)NC1CCCCC1)c1ccc(C)cc1 (stereo not drawn) | -3 | -3 | 56* | 0.4 | -0.09 | 64* | 1.4 | 0.4 | 6
COc1ccc2c(=O)c3c(=O)n(Cc4ccco4)c(-c4ccccc4)nc3oc2c1 | 28 | -12 | 73* | 0.3 | -0.47 | 73* | 0.8 | 0.3 | 3
COc1cc(SC#N)ccc1N=Cc1c(C)[nH]n(-c2cccc3ccccc23)c1=O | 0 | -6 | 16 | 0.9 | · | 14 | 1.1 | 0.8 | -4
COc1ccc(C(C)C)cc1S(=O)(=O)N1CCN(C)CC1 | -14 | 3 | -16 | 0.6 | -0.72 | 37 | 1.4 | 1.2 | 2
CC(C)C(C(=O)NC(C)(C)C)N1C(=O)c2ccccc2C1=O (stereo not drawn) | 6 | -3 | -16 | 1.1 | 0.59 | -6 | 1.2 | 1.2 | -8
CC1C/C(=N/NC(=O)c2cccc(F)c2)c2ccc(O)cc2C1 (stereo not drawn) | -2 | -8 | -60 | 0.5 | 0.96 | 51* | 1 | 1.6 | -5
CCn1c(SCc2ccc(C(=O)Nc3nccs3)cc2)nnc1-c1ccc(NC(C)=O)cc1 | 1 | -2 | 85* | 0.6 | 0.85 | 42 | 1.1 | 0.2 | -8
OC1(c2cn(Cc3ccccc3)nn2)CCCCC1 | 0 | 5 | -5 | 0.9 | 1.7 | 10 | 0.9 | 1.1 | 6
C/C(=N\NC(=O)c1cccc(C)c1)c1cccc(NC(=O)c2ccco2)c1 | -6 | -5 | 20 | 1 | 0.33 | 3 | 1 | 0.8 | 1
CCc1cc2c(=O)c(-c3cscn3)coc2cc1O | 9 | -3 | -17 | 1.1 | -1.4 | -10 | 0.8 | 1.2 | ·
CC(C)CC(=O)N=C1SC2CS(=O)(=O)CC2N1CCc1ccccc1 (stereo not drawn) | 2 | -3 | 8 | 0.6 | 0.84 | 39 | 0.9 | 0.9 | 3
COc1ccc(OC)c(-c2cc(C(=O)NCc3ccco3)no2)c1 | 12 | -3 | -191 | 0.9 | -0.35 | 9 | 0.9 | 2.9* | -5
CC(=O)c1cccc(NC(=O)c2ccc(NS(C)(=O)=O)cc2)c1 | 3 | 5 | · | · | -0.37 | · | · | · | 1
O=C(NCc1ccc2c(c1)OCO2)c1cccc(Cl)c1 | -2 | -4 | 35 | 0 | 0.1 | 98* | 0.9 | 0.6 | ·

Next section:
Molecule | PostGolgi yeast | E coli WT exp | CYP2C9 inhib | CYP2C19 act | PTK2B oligo ant | CYP2C19 inhib | PLAP act | CYP2C9 act | EphB4 antag
O=C(O)CCn1ccnc1-c1ccccc1 | -3 | -14 | -16 | 1 | -0.11 | -2 | 1 | 1.2 | -1
CCCCS(=O)CC(COc1ccc(Cl)cc1)OC(=O)c1ccccc1 (stereo not drawn) | -4 | -12 | 80* | 0 | -0.81 | 95* | 1.7 | 0.2 | -2
CCCc1nnc(N2C(=O)c3cccc4cccc(c34)C2=O)s1 | -1 | -1 | -203 | 1.1 | -0.14 | -8 | 1.2 | 3* | -3
Cc1nn(-c2ccccn2)c2c1C(c1ccccn1)C1=C(CCCC1=O)N2 (stereo not drawn) | 7 | 4 | 5 | 1.1 | · | -8 | 1.7 | 0.9 | 0

Sorted by value in CYP2C19 inhib (descending): three of the compounds above.
molecule	CYP2C9 inhib	CYP2C19 act	PTK2B oligo ant	CYP2C19 inhib	PLAP act	CYP2C9 act	EphB4 antag
CCCCS(=O)CC(COc1ccc(Cl)cc1)OC(=O)c1ccccc1 (stereo not drawn)	80*	0	-0.81	95*	1.7	0.2	-2
O=C(O)CCn1ccnc1-c1ccccc1	-16	1	-0.11	-2	1	1.2	-1
CCCc1nnc(N2C(=O)c3cccc4cccc(c34)C2=O)s1	-203	1.1	-0.14	-8	1.2	3*	-3

Rows were taken by chance; 31% or so of the library scored in one or more.
